SMARCA2 activ: activators of SMARCA2 function; MG213 cells, MMTV-luciferase reporter, dexamethasone, overnight; activation, % at 9.1 µM; AID 652017; 1% of 370,000 active; in the data active means activation above about 7.8%;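 further: 0% = vehicle wells and 100% = reference activator wells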
PG9 Ab binder: binds the HIV-1 gp120 antibody PG9; TR-FRET gp120-PG9 antibody binding; inhibition, % at 6.7 µM; 0.43% of 360,000 active; AID 624416; in the data active means inhibition above about 8.5%
sPLA2-III inh: Blocks human group III sPLA2 activity; Q9NZ20; QFRET BODIPY PC-A2 liposome hydrolysis, fluorescence; inhibition, % at 12.2 µM; 0.56% of 370,000 active; AID 743126;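 active means inhibition above mean plus 3 SD of compounds lying within the high and low control bounds, cut at about 19% in these data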;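 further: 0% = median of test compound wells and 100% = no enzyme DMSO wells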
hcDAF-12 act: H. contortus DAF-12 activation, primary screen | 1.4% of 370,000 active | activation, % at 6.8 µM | AID 652067 | HEK293 hcDAF-12 lit1-tk-luc reporter, luminescence; 0% DMSO, 100% Δ7-dafachronic acid;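 active means activation above the mean of all tested compounds plus 3 SD, cut at about 5.5% in these data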;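 further: 100% = response to 3 µM Δ7-dafachronic acid high control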
hgDAF12 agonist: hgDAF-12 agonism, primary luciferase screen. HEK293 GAL4-hgDAF12 UAS-luciferase reporter, agonist luminescence; normalized to butyrate control. 1.8% of 370,000 active. activation, % at 6.8 µM;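 active means activation above a cutoff set at the mean of all screened compounds plus 3 SD, cut at about 10% in these data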;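 further: 0% = DMSO wells and 100% = sodium butyrate wells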
ssDAF-12 act: activators of S. stercoralis DAF-12 nuclear receptor | HEK293 ssDAF-12/GRIP1 lit1-tk-luc reporter, luminescence; % of 3 µM dafachronic acid response | AID 652126 | 1% of 370,000 active | activation, % at 6.8 µM;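 active means activation above the mean over all tested compounds plus 3 SD, cut at about 0.9% in these data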;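 further: 0% = DMSO-only wells and 100% = 3 µM delta7-dafachronic acid wells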
DAX1 inh-1: inhibits human nuclear receptor DAX1 | P51843 | 0.99% of 340,000 active | AID 504766 | inhibition, % at 6.75 µM | HEK293 Gal4-DAX1 luciferase reporter, luminescence;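 active means inhibition above the mean over all tested compounds plus 3 SD, cut at about 4.2% in these data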;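 further: 0% = DAX1-transfected cells with DMSO and 100% = empty-vector control cells with DMSO; inhibition shows as a rise in luminescence from relieved DAX1 repression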
Target sequence (P51843 207-470 limits assumed): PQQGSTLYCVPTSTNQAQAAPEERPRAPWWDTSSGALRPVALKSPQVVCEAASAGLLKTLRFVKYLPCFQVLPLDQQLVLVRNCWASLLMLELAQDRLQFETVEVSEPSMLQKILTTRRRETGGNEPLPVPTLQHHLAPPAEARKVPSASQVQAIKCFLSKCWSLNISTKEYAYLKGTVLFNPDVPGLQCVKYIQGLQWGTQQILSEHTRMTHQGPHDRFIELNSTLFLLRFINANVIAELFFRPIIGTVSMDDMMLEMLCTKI
FXN GAA850 act: increases GAA850 frataxin promoter reporter activity | 0.56% of 360,000 active | activation, % at 6 µM | HEK293 lucGAA850 FXN promoter luciferase reporter, 24 h; percent of 10 µM SAHA response;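 active means activation above the average of all compounds screened plus 3 SD, cutoff fixed separately per campaign, cut at about 7.5% in these data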;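 further: 0% = DMSO wells and 100% = 10 µM SAHA wells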
DAX1 inh-2: DAX1 (NR0B1) inhibition, primary screen; HEK293T StAR-luciferase reporter, SF-1/DAX-1 repression relief; inhibition, % at 6.8 µM; 1.1% of 370,000 active; AID 652010;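 active means inhibition above the mean over all tested compounds plus 3 SD, cut at about 3.6% in these data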;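 further: 0% = DAX-1 cells with DMSO and 100% = cells lacking DAX-1 with DMSO; higher inhibition means more luminescence from relief of DAX-1 repression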
NR1D1 modulator: modulators of human Rev-erb alpha DNA binding; P20393; Rev-erbα–FITC-DNA binding, fluorescence polarization, 90 min; activity, % at 10 µM; 0.79% of 370,000 active;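 active means activity above about 14%, limit read from the data; passing the limit was not always enough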;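 further: 0% = DMSO wells with 35 nM protein and 100% = DMSO wells with 750 nM protein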
Target sequence (P20393 whole entry, looked up): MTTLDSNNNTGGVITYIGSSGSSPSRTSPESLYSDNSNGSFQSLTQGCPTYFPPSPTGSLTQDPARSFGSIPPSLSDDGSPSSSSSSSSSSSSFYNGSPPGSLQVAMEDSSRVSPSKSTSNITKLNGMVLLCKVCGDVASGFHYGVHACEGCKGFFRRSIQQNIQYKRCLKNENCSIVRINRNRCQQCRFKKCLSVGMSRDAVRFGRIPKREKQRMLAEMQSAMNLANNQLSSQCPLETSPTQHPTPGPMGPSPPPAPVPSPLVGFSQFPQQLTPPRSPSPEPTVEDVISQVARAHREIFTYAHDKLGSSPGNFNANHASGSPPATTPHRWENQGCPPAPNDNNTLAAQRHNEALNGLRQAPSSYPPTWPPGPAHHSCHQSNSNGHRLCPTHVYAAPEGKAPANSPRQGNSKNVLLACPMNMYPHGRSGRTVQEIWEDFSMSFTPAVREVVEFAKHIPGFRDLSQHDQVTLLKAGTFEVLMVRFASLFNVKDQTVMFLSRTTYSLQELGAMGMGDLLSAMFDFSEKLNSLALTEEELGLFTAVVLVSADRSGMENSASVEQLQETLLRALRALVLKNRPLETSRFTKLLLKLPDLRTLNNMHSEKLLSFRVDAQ
PLC-beta3 inh: inhibitors of human phospholipase C beta3 | Q01970 | Purified PLC-beta3, fluorogenic substrate, fluorescence | inhibition, % at 12.2 µM | 0.18% of 370,000 active | AID 720704; in the data active means inhibition above about 11%;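 further: 0% = median of compound wells on plate and 100% = full blocker control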
Active calls of the source: *; · = not tested or not shown.

SMILES | SMARCA2 activ | PG9 Ab binder | sPLA2-III inh | hcDAF-12 act | hgDAF12 agonist | ssDAF-12 act | DAX1 inh-1 | FXN GAA850 act | DAX1 inh-2 | NR1D1 modulator | PLC-beta3 inh
O=C(CN1C(=O)C(c2ccccc2)Oc2cccnc21)NCc1ccccc1F (centres undefined) | -1.9 | -2.7 | 3.2 | -2.4 | -1.2 | -1.1 | 0.1 | -0.5 | -0.4 | -3.1 | -8.7
Cc1cccc(N2CCN(S(=O)(=O)c3ccc4c(c3)NC(=O)CO4)CC2)c1C | 1.1 | -2.8 | -7.5 | 0.1 | 0.4 | -0.8 | 0.4 | -1.9 | 0.0 | 4.9 | -6.1
COc1ccc(Cc2nn[nH]n2)cc1 | -1.9 | 2.2 | -0.1 | 0.3 | 2.3 | -0.7 | 2.5 | 0.3 | -0.1 | -1.8 | -0.5
C#CCOCCOCCOCCNc1nc(N2CCN(C(=O)[C@H]([C@@H](C)CC)n3cc(CCCCN)nn3)CC2)nc(N2CCN(C(=O)[C@H](CCCCN)n3cc(CC(C)O)nn3)CC2)n1 (some centres undefined) | 0.7 | -2.1 | -2.3 | -1.1 | 0.9 | -1.1 | -0.3 | 0.2 | 0.9 | -0.1 | -0.5
Cc1[nH]c2ccc(C(=O)O)cc2c1C | -0.2 | -3.2 | 4.1 | 0.6 | -0.8 | -1.6 | 0.4 | 0.1 | -0.2 | -2.3 | -3.3
CCNC(=O)c1ccc(C2SCC(=O)N2Cc2ccco2)cc1 (centres undefined) | -1.6 | 2.0 | 5.9 | -1.2 | -1.4 | -0.9 | -0.2 | 0.2 | -0.5 | 1.0 | -4.3
O=C(CSc1nc2ccccc2c(=O)n1-c1ccccc1)c1c[nH]c2ccccc12 | -1.1 | 6.0 | -12.5 | 1.2 | -0.9 | -1.4 | 0.4 | 1.8 | -1.2 | 10.8 | -0.8
Cc1c(NC(=O)c2ccc(CC(C)C)o2)c(=O)n(-c2ccccc2)n1C | -2.1 | -0.6 | -3.2 | -2.5 | 0.2 | -0.6 | 1.2 | -0.8 | -0.2 | -3.0 | -5.5
CC1(C)CC(NCCC(c2ccccc2)c2ccco2)CCO1 (centres undefined) | -4.3 | -0.1 | 3.2 | 1.9 | 0.5 | -1.8 | 8.2* | -1.9 | 0.6 | -1.9 | -59.4
CCOC(=O)N1CCN(C(=O)c2cnc3n(c2=O)CCS3)CC1 | 0.5 | 0.0 | 4.0 | -1.0 | 0.1 | -1.2 | 1.8 | -0.1 | -0.1 | -0.6 | 3.8
COc1ccc(C(=O)N2CCN=C2SCc2cccnc2)c(OC)c1 | -0.6 | -1.1 | -1.2 | -1.9 | 0.8 | -1.4 | -1.2 | 6.6 | -0.1 | -5.9 | 1.2
C=CC[C@]12C[C@@]3(O[C@H](c4ccc(C(F)(F)F)cc4)N=C3C[C@H](c3ccc(OC)cc3)[C@H]1C)N(Cc1ccncc1)C2=O | -2.0 | -0.8 | -4.2 | -0.7 | 1.4 | -0.9 | · | · | 0.3 | -3.0 | -1.7
C/C=C/c1ccc(OCC(=O)OCc2csc(CC(=O)Nc3ccccc3C)n2)c(OC)c1 | 5.6 | -1.4 | -31.2 | 0.8 | -0.4 | -0.9 | 5.9* | 0.6 | 0.7 | -0.3 | -9.2
CC(C)(C)OC(=O)N1CCOCCOCCN(C(=O)OC(C)(C)C)CCOCCOCC1 | 0.3 | -3.1 | -1.9 | -2.1 | -1.3 | 0.2 | -1.6 | -5.2 | -1.0 | 2.5 | 2.8
COc1ccccc1NC(=O)Cn1cc(C#N)c2ccccc21 | 0.2 | 1.2 | 1.0 | 2.5 | -0.7 | 0.8 | 0.3 | 1.9 | 0.9 | 1.7 | -2.9
Nc1nc(N2CCOCC2)nc2ccccc12 | 0.5 | 0.9 | -1.8 | -1.4 | 2.5 | -0.6 | -0.1 | -0.4 | 0.1 | 2.6 | -107.4
CCOc1ccc(C(=O)Nc2ccc3c(c2)OCCO3)cc1OC | 5.1 | -1.6 | -7.7 | 1.4 | 5.6 | -2.0 | -0.1 | 3.1 | 2.0 | 0.3 | 2.1
Cc1ccc2c(CN3CCN(Cc4ccccc4)CC3)cc(=O)oc2c1 | 0.5 | -0.5 | -2.3 | -2.2 | 0.0 | -1.2 | -0.8 | 2.1 | -0.1 | 1.6 | -6.8
CCCCNC(=O)COC(=O)CNC(=O)c1cc(Cl)cc([N+](=O)[O-])c1 | -2.5 | -1.9 | 0.1 | 0.2 | 1.6 | -1.8 | 3.1 | -0.9 | 0.4 | 2.1 | 0.5
O=C(NCc1ccco1)c1ccccc1NS(=O)(=O)c1ccc2c(c1)OCCO2 | 0.2 | 1.1 | -18.7 | 1.0 | -0.1 | -1.0 | 0.3 | 0.2 | -0.5 | -2.2 | -27.2
CNc1cnc(-c2cc(OC)c(OC)c(OC)c2)cn1 | -6.0 | 0.2 | 13.3 | -1.8 | 1.3 | -1.5 | · | -1.4 | 0.1 | 1.6 | -231.5
CCc1nc2ccc(C(=O)NCCNC(C)=O)cn2c1N(C)CCCc1ccccc1 | -1.5 | -0.4 | 10.0 | -2.0 | 0.1 | -1.2 | · | -0.9 | -2.1 | -1.0 | -12.7
Cc1ccccc1N1CC(O)(c2cccs2)[N+]2=C1CCCC2 (centres undefined) | 2.2 | -1.7 | 0.3 | 0.0 | -0.2 | 1.8* | 0.0 | -0.1 | -0.5 | -2.9 | 3.3
O=C(Nc1c(F)cc(F)cc1Br)c1cc(S(=O)(=O)N2CCN(c3ccccn3)CC2)ccc1F | -4.2 | -1.4 | -8.5 | -2.7 | -1.4 | -2.1 | 4.7* | -1.8 | -2.1 | -0.4 | -1.9
C/C(=C\C(=O)c1ccccc1)Nc1ccc(O)cc1 | -2.3 | -8.6 | -5.3 | -0.8 | -3.2 | 1.1* | -1.3 | 5.6 | -0.8 | -0.4 | -29.6
CC1CC(C)CN(S(=O)(=O)c2cccc(C(=O)N3CCN(c4ccc(F)cc4)CC3)c2)C1 (centres undefined) | -2.7 | 0.5 | -3.8 | 0.3 | 0.4 | -1.6 | -0.8 | -2.6 | -0.8 | 4.4 | -6.4
O=C(CSc1nc2ccccc2c2c1CCCC2)N1CCOCC1 | -2.5 | -0.5 | -4.5 | -1.6 | -0.5 | -0.9 | -0.8 | 0.1 | -0.5 | -0.8 | -2.7
COC(=O)c1ccc(NC(=O)C2C3CCC(C3)C2C(=O)O)cc1 (centres undefined) | -1.2 | -2.6 | -1.4 | 0.3 | 0.1 | -0.3 | 0.2 | 3.9 | 0.5 | -4.6 | 1.3
O=C(N/N=C/c1cccc([N+](=O)[O-])c1)C1COc2ccccc2O1 (centres undefined) | 1.6 | -2.4 | -4.0 | -2.4 | -2.7 | -1.6 | 0.3 | 1.4 | -0.3 | 5.7 | -1.0
Cc1nn(-c2ccccc2)c2sc(-c3nnc(SCC(=O)O)o3)cc12 | 0.1 | 3.3 | -7.3 | 3.4 | 1.5 | -0.5 | 0.3 | 0.8 | 0.5 | -4.3 | -77.7
COc1ccc(NC(=O)CCC2CCCC2)cc1OC | -2.9 | 1.2 | 0.4 | 0.2 | 2.0 | -0.5 | 0.4 | 0.4 | -0.3 | -9.0 | -0.7
Cc1cccc(N=Nc2c(N)n[nH]c2-c2ccc(Cl)cc2)c1 | 4.0 | -1.4 | -24.0 | -1.8 | 1.6 | -1.1 | 0.6 | 2.0 | -0.3 | 11.4 | 9.6
O=C(Nc1cccc2nsnc12)c1ccc(-c2cccc(Cl)c2)o1 | 1.3 | 1.0 | -2.1 | 3.1 | -0.7 | -0.6 | 1.1 | 4.2 | -0.6 | 5.2 | -188.5
C=CCNC(=S)NNC(=O)c1cccnc1 | -4.1 | -1.0 | 12.4 | 1.1 | -1.6 | -1.4 | 1.1 | 0.8 | -0.5 | -5.2 | -1.1
Cc1cc(C)c(N2C(=O)C3C4CC(=O)C(c5ccccc54)C3C2=O)c(C)c1 (centres undefined) | -0.6 | 0.9 | 1.5 | 0.0 | -1.7 | -1.8 | 1.3 | -0.8 | 0.3 | 5.7 | -5.4
COc1ccccc1OCC(=O)N1CCCC(Nc2ccc(F)c(F)c2)C1 (centres undefined) | 0.1 | -1.0 | -2.6 | -2.4 | 0.7 | -0.8 | 0.8 | 0.8 | 0.1 | 5.1 | -3.4
Cc1cc(=O)[nH]c2c(C)cc(S(=O)(=O)N3CCCCC3)cc12 | -2.0 | -0.2 | 5.9 | -0.6 | 3.3 | -0.8 | 1.4 | -0.6 | 2.2 | -1.6 | -6.3
COc1ccc(-n2ccc(=O)c(C(=O)O)n2)cc1 | -0.4 | 0.1 | 2.4 | -0.9 | 1.8 | -0.9 | -0.9 | -0.1 | -0.1 | 4.1 | -27.0
Cc1onc(C(=O)Nc2sc3c(c2C#N)CCCC3)c1[N+](=O)[O-] | 0.4 | 0.1 | 8.4 | 0.1 | -0.1 | -0.9 | -0.6 | 2.2 | -0.8 | -2.1 | -4.0
CCCCCOc1ccc(C(=O)CCC(=O)NC(C)c2ccc(S(N)(=O)=O)cc2)cc1 (centres undefined) | -5.0 | 0.8 | -25.4 | -2.4 | -2.9 | -0.9 | -2.2 | -0.6 | -2.6 | -1.9 | -4.1
CSc1ccc(-c2nc(CSCC(=O)NC3CC3)c(C)o2)cc1 | -4.4 | 0.1 | -1.9 | -1.0 | 2.1 | -0.8 | -0.4 | -3.4 | -0.2 | 1.8 | -12.3
Cc1cccc(C(=O)N/N=C/c2cc(Br)c(Br)o2)c1 | 1.5 | -3.2 | -7.5 | 0.1 | 4.8 | -1.6 | -1.3 | 3.1 | 0.0 | -3.2 | 1.4
COc1ccc(F)cc1CN1CCN(C(=O)CCC(=O)Nc2nnc(C(C)C)s2)CC1 | 0.1 | -1.0 | -1.3 | -0.8 | -1.5 | -1.0 | 0.4 | -0.6 | -0.5 | -1.5 | 2.4
CCC(=O)N1CCc2cc(Br)c(S(=O)(=O)NCCCN(CC)Cc3ccccc3)cc21 | 2.2 | · | 0.5 | 1.4 | 0.2 | -0.3 | · | · | 0.4 | -2.4 | 0.6
N/C(=N\OC(=O)c1ccccc1)c1ccccn1 | 0.4 | -2.1 | 1.5 | 3.8 | 6.1 | -0.8 | -2.8 | -1.4 | 3.1 | 2.4 | 6.5
CN(C)CCNc1nc2c(c(=O)[nH]c(=O)n2C)n1CCOc1ccccc1 | -1.9 | -1.1 | 1.0 | 0.1 | 1.2 | -1.0 | -0.1 | 3.5 | -0.3 | -4.8 | 1.3
CCS(=O)(=O)Nc1ccc2c(c1)OCO2 | -2.0 | 4.2 | 6.5 | -1.1 | 3.0 | -0.9 | 0.3 | 2.5 | 0.6 | -1.0 | -2.2

Source: PubChem (several laboratories)
